Source: PubChem (several laboratories)
STK33 inh: blocks human STK33 kinase activity; Q9BYT3; purified STK33, MBP phosphorylation, ADP-Glo luminescence; actives 0.073% (n = 320,000); AID 2661; inhibition, % at 10 µM;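 active means inhibition at or above 25%, using the most active replicate where run in duplicate; inactive means inhibition below 25%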
Target sequence (Q9BYT3 whole entry, looked up): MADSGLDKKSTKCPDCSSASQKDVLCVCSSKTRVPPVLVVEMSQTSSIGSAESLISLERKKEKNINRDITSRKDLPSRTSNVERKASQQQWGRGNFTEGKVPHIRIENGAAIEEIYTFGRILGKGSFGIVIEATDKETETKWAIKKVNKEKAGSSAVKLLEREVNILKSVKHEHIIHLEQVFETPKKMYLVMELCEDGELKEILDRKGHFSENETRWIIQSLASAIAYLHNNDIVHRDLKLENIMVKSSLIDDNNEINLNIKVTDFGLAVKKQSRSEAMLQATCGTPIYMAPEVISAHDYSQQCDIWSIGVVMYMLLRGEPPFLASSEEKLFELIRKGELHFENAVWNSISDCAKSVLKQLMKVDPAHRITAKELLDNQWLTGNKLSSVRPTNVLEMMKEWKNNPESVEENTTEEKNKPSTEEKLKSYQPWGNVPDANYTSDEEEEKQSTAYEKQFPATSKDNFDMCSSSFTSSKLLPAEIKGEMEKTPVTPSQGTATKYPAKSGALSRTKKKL
Kir21 block: blocks the mouse Kir2.1 inward-rectifier potassium channel; P35561; HEK293-Kir2.1, FluxOR thallium flux fluorescence; stronger effect = lower value; B-score at 10 µM; actives 0.85% (n = 310,000);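 active means fluorescence ratio B-score at or below minus 3 SD of library scores, with starting-brightness B-score within 2 SD, cut at about -4.2 in these data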;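 further: channel flux triggered by added potassium and thallium sulfate stimulus; B-score of peak minus minimum fluorescence over baseline after thallium stimulus; more negative B-score means stronger Kir2.1 block with less thallium influx; some compounds called inactive have numbers as strong as hits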
Target sequence (P35561 whole entry, looked up): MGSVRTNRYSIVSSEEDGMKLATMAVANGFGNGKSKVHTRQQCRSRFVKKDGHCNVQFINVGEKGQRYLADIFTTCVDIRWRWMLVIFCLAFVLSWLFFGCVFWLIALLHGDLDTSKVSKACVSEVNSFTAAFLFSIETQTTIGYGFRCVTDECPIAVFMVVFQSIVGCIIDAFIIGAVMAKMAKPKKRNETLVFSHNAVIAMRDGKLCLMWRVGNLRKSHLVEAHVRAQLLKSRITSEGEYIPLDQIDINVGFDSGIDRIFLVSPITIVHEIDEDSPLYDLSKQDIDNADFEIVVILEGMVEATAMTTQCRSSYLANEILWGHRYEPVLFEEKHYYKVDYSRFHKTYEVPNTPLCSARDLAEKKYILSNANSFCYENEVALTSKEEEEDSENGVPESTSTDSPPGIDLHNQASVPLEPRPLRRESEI
KCNQ2 block: KCNQ2 potassium channel inhibitors, primary screen, cell-based, CHO-K1, FluxOR thallium flux, B-score (AID 2156); 20 min; stronger effect = lower value; O88943; B-score at 10 µM; actives 1.1% (n = 310,000);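 active means fluorescence ratio B-score at most minus 3 library SDs, with starting brightness B-score within 2 library SDs, cut at about -5.5 in these data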
* marks the source's active call; other numbers are inactive results; i = inactive; / = not tested or not shown. Compounds were not picked by outcome; about 1.9% have a hit in one of these screens.

STK33 inh | Kir21 block | KCNQ2 block | smiles
0.3 | -0.04 | i | COc1ccccc1NS(=O)(=O)c1ccc(O)c(C(=O)OCC(=O)N2c3ccccc3CC2C)c1 (stereo not given)
-0.8 | -1.63 | i | CC(=O)N1[C@H](C)C=C[C@]1(Cc1ccccc1)C(=O)NCc1cc(F)cc(C(F)(F)F)c1
-1.5 | 0.69 | i | O=C(NC1CCCCC1)C1CCN(C(=O)c2ccc(Cl)cc2)CC1
0.2 | -0.15 | i | C=CCSc1nnc(NC(=O)Cc2ccc(OC)c(OC)c2)s1
-0.4 | -0.04 | i | CCN(Cc1ccccc1)c1ccc(/C=N/NC(=S)NC(C)C)cc1
0.0 | -1.02 | i | CC(=O)c1ccc(N2CCN(S(=O)(=O)c3c(C)[nH]c(C)c3C(=O)N3CCCCC3)CC2)cc1
2.4 | -0.45 | i | CC(=O)Oc1cc(OC(C)=O)c2c(C)cc(=O)oc2c1
-2.5 | -0.89 | i | O=[N+]([O-])c1ccccc1S(=O)(=O)N1CCN(Cc2ccccc2)CC1
-1.9 | -0.47 | i | CCC1(c2ccc(F)cc2)NC(=O)N(CC(=O)N(C)C2CCS(=O)(=O)C2)C1=O (stereo not given)
-0.2 | 1.8 | i | COc1cc(OC)cc(C(=O)N[C@H](C(=O)N2CCc3ccccc32)C(C)C)c1
-0.5 | -1.25 | i | COc1ccc(-n2c(SCC(=O)Nc3cc(C)on3)nc3c(c2=O)SCC3)cc1OC
-1.3 | -0.01 | i | N=c1c2c(n(Cc3cccc(Cl)c3)c3c1CCC3)CCCC2
-1.5 | 0.84 | i | COc1ccccc1CN1C[C@@H]2C[C@@H](C3=Cc4cccc(OC)c4OC3)N3CCC[C@@]23C1=O
-0.1 | 1.12 | i | CCCc1cc(NCCCN2CCOCC2)n2c(nc3ccccc32)c1C#N
-1.0 | 2.29 | i | Cc1ccccc1C(=O)NCCN=C1NS(=O)(=O)c2ccccc21
-1.1 | -0.53 | i | CCN(CC)C(=O)CC(c1ccc(OC)cc1)c1c(O)cc(OC)cc1OC (stereo not given)
0.7 | -0.76 | i | O=C(O)c1cc(-c2cccc([N+](=O)[O-])c2)nc2ccccc12
-0.7 | 0.71 | i | CC(=O)c1cccc(NC(=O)COC(=O)c2ccc3c(c2)OCCO3)c1
-1.4 | -0.93 | i | COc1ccc(CN2CCN(Cc3ccco3)CC2)cc1
0.7 | -2.24 | i | CN1C(=O)N(C)C2(c3ccccc3)Nn3c(s/c(=C/c4ccccc4)c3=O)=NC12c1ccccc1 (stereo not given)
/ | 0.59 | i | O=C(c1ccccn1)c1cc2ccccc2n1S(=O)(=O)c1ccccc1
-3.4 | -0.88 | i | CSc1nc(Cl)c(C#N)c(-c2ccc(C)cc2)n1
-2.1 | 0.58 | i | CCOCC(=O)Nc1ccc(S(=O)(=O)Nc2nccs2)cc1
0.3 | -0.99 | i | COC(=O)c1ccc(NS(=O)(=O)c2cc3c4c(c2)C(C)C(=O)N4CCC3)cc1 (stereo not given)
-0.7 | 0.18 | i | CCS(=O)(=O)c1ccc(-c2csc(-c3ccccc3Cl)n2)c(Cl)c1Cl
-0.8 | -1.36 | i | Cc1c(NC(=O)CNCc2ccc3c(c2)OCO3)c(=O)n(-c2ccccc2)n1C
0.8 | 0.62 | i | CCc1sc(C(=O)NCCCN2CCCC2=O)cc1Br
0.0 | 0.2 | i | CCOc1ccc(CCNC(=O)C2CCN(S(=O)(=O)N3CC(C)CC(C)C3)CC2)cc1OCC (stereo not given)
0.5 | 0.61 | i | CSc1ccc(C#N)cc1NC(=O)c1cccnc1Cl
0.9 | 1.22 | i | O=C(NC(=S)Nc1ccc(CN2CCOCC2)cc1)c1ccc2c(c1)OCCO2
-1.0 | -0.57 | i | CN(CC(=O)N1CCCC1)S(=O)(=O)c1cccc(Cl)c1
-2.1 | -0.13 | i | O=C(NCC1CCCO1)C1CCCN(S(=O)(=O)c2ccc(Cl)cc2)C1 (stereo not given)
0.2 | 0.22 | i | COCCNC(=O)C(c1ccc(C)o1)N(Cc1ccc(OC)cc1)C(=O)Cn1nnc2ccccc21 (stereo not given)
-1.2 | -1.43 | i | CC(=O)NC1=NN(C(C)=O)C2(S1)C(=O)N(C(C)C)c1ccc(C)cc12 (stereo not given)
-0.4 | 0.64 | i | O=C1CN(C(=O)c2c(F)cccc2F)C(c2ccccc2)c2cc(Br)ccc2N1 (stereo not given)
-0.6 | 1.93 | i | Cc1ccc(S(=O)(=O)N2CCC(C(=O)OCC(=O)NCc3ccco3)CC2)cc1C
0.4 | -0.64 | i | COc1ccc(NC(C)=O)cc1NC(=O)c1cccc(C(F)(F)F)c1
-1.4 | 0.58 | i | O=C(c1cncc(Br)c1)N1CCN(S(=O)(=O)c2ccc(Cl)cc2)CC1
0.3 | 0.63 | i | COc1ccc(C(=O)Nc2ncc(C)s2)cc1S(=O)(=O)N1CCCC1
-0.9 | 3.2 | i | c1coc(-c2nn3c(Cn4nnc5ccccc54)nnc3s2)c1
0.0 | -5.81* | i | COc1cc(OC)c(NS(=O)(=O)c2cc(Br)cnc2N)cc1Cl
0.9 | 1.55 | i | COc1ccc(CC(=O)Nc2ccc(-c3noc(-c4cccc(OC)c4)n3)cc2)cc1
-1.7 | -1.88 | i | CN(C)S(=O)(=O)c1cccc(NC(=S)NC(=O)C2CCCCC2)c1
-2.7 | -2.59 | i | Cc1ccc(C2N(C)c3ccccc3-c3nc4ccccc4n32)o1 (stereo not given)
-1.7 | -0.4 | i | CCC(C)C(=O)Nc1c2c(nc3c1CCC3)CCCC2 (stereo not given)
3.3 | -0.64 | i | COc1ccc2nc(SCc3nc(N)nc(Nc4ccccc4)n3)[nH]c2c1
1.3 | 0.1 | i | CS(=O)(=O)N1CCN(c2ccccc2NC(=O)c2ccc(-c3ccc(Br)cc3)o2)CC1
-0.5 | -0.43 | i | O=C(COC(=O)c1ccc[nH]c1=O)c1ccc(Cl)s1
-0.9 | 1.42 | i | COC(=O)c1ccccc1NC(=S)NC(=O)c1cccc2ccccc12
-1.2 | 0.08 | i | Cc1cccc2sc(N(CCCN3CCOCC3)C(=O)CS(=O)(=O)c3ccc(F)cc3)nc12

Just Kir21 block and STK33 inh (6 entries from above):
Structure	Kir21 block	STK33 inh
COc1ccc(CC(=O)Nc2ccc(-c3noc(-c4cccc(OC)c4)n3)cc2)cc1	1.55	0.9
CN(C)S(=O)(=O)c1cccc(NC(=S)NC(=O)C2CCCCC2)c1	-1.88	-1.7
COC(=O)c1ccccc1NC(=S)NC(=O)c1cccc2ccccc12	1.42	-0.9
COc1ccc2nc(SCc3nc(N)nc(Nc4ccccc4)n3)[nH]c2c1	-0.64	3.3
CCC(C)C(=O)Nc1c2c(nc3c1CCC3)CCCC2 (stereo not given)	-0.4	-1.7
Cc1ccc(C2N(C)c3ccccc3-c3nc4ccccc4n32)o1 (stereo not given)	-2.59	-2.7

In the list so far, these contain a thiophene ring, fused or not.
STK33 inh | Kir21 block | KCNQ2 block | smiles
0.8 | 0.62 | i | CCc1sc(C(=O)NCCCN2CCCC2=O)cc1Br
-0.5 | -0.43 | i | O=C(COC(=O)c1ccc[nH]c1=O)c1ccc(Cl)s1

(next part)
STK33 inh | Kir21 block | KCNQ2 block | smiles
0.4 | -1.02 | i | CC(C)(C)C1CCC(C(=O)OCC(=O)Nc2ccc3[nH]c(=O)[nH]c3c2)CC1 (stereo not given)
-1.1 | 1.85 | i | COc1ccccc1NC(=O)Nc1ccc(Cl)c(S(=O)(=O)Nc2ccccc2OC)c1
-1.2 | -0.71 | i | O=C(NCCSc1ncc(-c2ccccc2)[nH]1)c1ccco1
0.3 | 0.13 | i | COc1ccc(S(=O)(=O)N2CCN(C(=O)COc3ccc(C)c(C)c3)CC2)cc1OC
-0.5 | -1.01 | i | Cc1ccc(NC(=O)N2C(=O)C3(OCCO3)c3ccccc32)cc1
0.3 | -0.14 | i | O=C(O)COc1ccc(=O)n(-c2ccccc2)n1
-1.0 | -0.21 | i | O=S(=O)(c1ccc(Br)cc1)c1nc(-c2ccccc2)oc1N1CCOCC1
1.2 | -2.81 | i | COc1ccc([N+](=O)[O-])cc1N1C(=O)c2cccnc2C1=O
-2.2 | -1.31 | i | CCN1CCN(C(CNS(=O)(=O)c2ccccc2)c2ccccc2)CC1 (stereo not given)
-2.8 | -1.92 | i | Cc1ccc(C(=O)Nc2ccccc2C(=O)NC(Cc2ccccc2)C(=O)O)cc1 (stereo not given)
0.6 | -1.07 | i | O=C(O)CCCC(=O)NCCc1cccc(Cl)c1
0.1 | 2.09 | i | COCC(=O)Nc1nnc(-c2ccc(C(C)(C)C)cc2)s1
-0.6 | -1.61 | i | CCC(=O)N(C(=O)CC)N1CCN(c2ccncc2S(=O)(=O)N2CCCCC2)CC1
/ | 1.11 | i | Cc1ccccc1NC(=O)COc1ccc2oc(=O)cc(C)c2c1
-2.3 | -0.85 | i | O=C(Nc1nnc(CC2=CCCCC2)s1)c1cccs1
-1.0 | -0.44 | i | CCC(NC(C)C)C(O)c1ccc(O)c(O)c1 (stereo not given)
-0.3 | -2.03 | -5.69* | Cc1ccc2nc(C)c3c(c2c1)OC(C(C)(Cl)Br)C3 (stereo not given)
-0.4 | 0.15 | i | COc1cc(S(=O)(=O)N2CCCCC2)ccc1NC(=O)Cc1ccccc1
-0.3 | 0.36 | i | Cn1c(Cn2nnc3ccccc32)nnc1SCC(=O)Nc1nccs1
-0.5 | 0.73 | i | CC(=O)Nc1cccc(NC(=O)c2csc(C)c2)c1
-1.0 | -2.7 | i | CSCc1ccc(C(=O)NCCSc2ccc(Br)cc2)cc1
2.1 | -1.07 | i | Cc1cc(OCCNCCO)cc(C)c1Cl
-1.8 | 0.31 | i | O=C(COc1nsnc1N1CCOCC1)Nc1ccccc1Cl
-0.3 | 0.05 | i | Cc1cccnc1NC(=O)c1ccc(Cl)c(S(=O)(=O)N2CCCCCC2)c1
-1.4 | 0.64 | i | O=C(COC(=O)CCc1ccc(S(=O)(=O)N2CCOCC2)cc1)Nc1ncc(C(F)(F)F)cc1Cl
-0.7 | -0.26 | i | CCOc1ccc(-n2nc3c(SCCN4CCCC4)nnc(C)c3c2C)cc1
-1.9 | 0.63 | i | CCC(C)c1ccc(NC(=O)c2cccnc2)cc1 (stereo not given)
1.5 | 0.6 | i | CCC(C)Sc1ccc(-c2nc3cnccn3c2NC2CCCCC2)cc1 (stereo not given)
0.5 | 0.03 | i | O=C(COC(=O)c1ccco1)Nc1nc2ccccc2s1
1.2 | -2.78 | i | CC(C(=O)N1CCCc2c1c(=O)oc1ccc(O)cc21)N1CCc2ccccc2C1 (stereo not given)
0.4 | 1.86 | i | O=C(N/N=C/c1ccsc1)c1c[nH]c2ccccc12
0.4 | 1.34 | i | Cn1cccc1-c1cc(C(=O)N/N=C/c2ccc(Cl)cc2)[nH]n1
-0.8 | 1.08 | i | Cc1[nH]c2ccccc2c(=O)c1CN1CCCCC1
3.0 | -1.33 | i | O=C1C2CCCN2C(c2ccccc2)N1c1ccc(F)cc1 (stereo not given)
-0.4 | 0.8 | i | c1ccc2[nH]c(SCc3cn4ccccc4n3)nc2c1
-1.3 | 0.02 | i | O=C(c1ccc(Cn2c(=O)[nH]c3ccccc3c2=O)cc1)N1CCN(c2ccccn2)CC1
0.0 | -1.16 | i | C=CCN(c1ccccc1)S(=O)(=O)c1cccc(C(=O)NCC(c2ccccc2OC)N2CCCC2)c1 (stereo not given)
0.0 | -0.47 | i | COc1ccc(NC(=O)Cc2c[nH]c3ccccc23)cc1S(=O)(=O)N1CCOCC1
-0.9 | 1.5 | i | CS(=O)(=O)N(CC(=O)N1CCN(Cc2ccccc2)CC1)c1ccc2c(c1)OCCO2
-0.2 | -2.81 | i | Cc1cccc(NC(=S)NC(C)C(c2ccccc2)N2CCN(C)CC2)c1C (stereo not given)
-1.8 | 2.17 | i | CCCc1nc(NCC2CCCO2)c2nnn(Cc3ccccc3)c2n1 (stereo not given)
-0.6 | 0.22 | i | O=C(O)COc1ccc(NC(=O)c2ccc3c(c2)C(=O)N(C2CCCCC2)C3=O)cc1
0.6 | 1.61 | i | COc1cccc(N2C(=O)N(c3ccccc3Cl)C3CS(=O)(=O)CC32)c1 (stereo not given)
1.1 | -0.67 | i | O=C(COc1ccccc1-c1ccccc1)N/N=C/c1cccnc1
1.9 | 0.72 | i | Cc1ccc(S(=O)(=O)Nc2ccccc2C=Nc2cccc(C)c2C)cc1
-0.5 | 0.64 | i | O=C(Nc1ccc(N2CCCCC2)cc1)c1ccc([N+](=O)[O-])o1
0.3 | -0.9 | i | COc1ccccc1CNC(=O)[C@H](C)NC(=O)C1CCN(C(=O)[C@@H](N)C(C)C)CC1
/ | -2.96 | i | O=C(C1CCCCC1)N1CCCc2ccccc21
-1.3 | -1.55 | i | CCOc1ccc(CCNC(=O)c2cnc(C)cn2)cc1OCC
0.1 | 0.21 | i | COc1ccc(C2=NN(C(=O)CCC(=O)O)C(c3cccs3)C2)cc1OC (stereo not given)

Quoted from the listing (2 entries):
STK33 inh | Kir21 block | KCNQ2 block | smiles
-1.8 | 2.17 | i | CCCc1nc(NCC2CCCO2)c2nnn(Cc3ccccc3)c2n1 (stereo not given)
-0.6 | 0.22 | i | O=C(O)COc1ccc(NC(=O)c2ccc3c(c2)C(=O)N(C2CCCCC2)C3=O)cc1

(next part)
STK33 inh | Kir21 block | KCNQ2 block | smiles
0.3 | -0.21 | i | COCCN(C(=S)Nc1c(C)cc(C)cc1C)C(C)c1cccnc1 (stereo not given)
1.1 | 2.15 | i | O=C(COC(=O)c1cccs1)NCC1CCCCC1
-0.6 | -1.13 | i | Cc1ccc(S(=O)(=O)N2CCN(S(=O)(=O)c3ccc4c(c3)OCCO4)CC2)cc1
1.4 | -1.91 | i | C=C(CCC(=O)c1ccccc1)C(=O)c1ccccc1
-5.8 | -1.45 | i | O=C(Nc1cnn(Cc2ccc(F)cc2)c1)c1cnccn1
